Screening data from PubChem BioAssay.
LAP4 TOR yeast: alters LAP4-GFP fluorescence in TOR pathway yeast screen | AID 2023 | 320,000 tested, 0.34% active | GFP response vs DMSO, % at 10 µM | S. cerevisiae LAP4-GFP multiplex, flow cytometry GFP, 3 h; median GFP as percent of DMSO wells;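 active = GFP response vs DMSO above a set limit, about the screen mean plus 3 SD, cut at about 150% in these data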
MEP2 TOR yeast: modulators of TOR pathway MEP2-GFP in S. cerevisiae. S. cerevisiae MEP2-GFP strain, flow cytometry GFP, 3 h; 100% = DMSO control level. 330,000 tested, 0.51% active. GFP response vs DMSO, % at 10 µM;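 active = GFP response versus DMSO above a set limit, roughly screen mean plus 3 SD, cut at about 180% in these data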;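 also: median GFP fluorescence of the barcode-gated MEP2-GFP cells per well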
procasp3 activ: procaspase-3 (human) activation | recombinant procaspase-3 D3A, Ac-DEVD-pNA absorbance 405 nm | activation, % at 8.5 µM | 330,000 tested, 0.11% active | AID 463141;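 active = activation above the mean of all tested compounds plus 3 SD, cut at about 21% in these data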;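 also: 0% = DMSO alone and 100% = DMSO wells spiked with extra 5 µM PC-3 D3A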
Target sequence (P42574 whole entry D9A/D28A/D175A): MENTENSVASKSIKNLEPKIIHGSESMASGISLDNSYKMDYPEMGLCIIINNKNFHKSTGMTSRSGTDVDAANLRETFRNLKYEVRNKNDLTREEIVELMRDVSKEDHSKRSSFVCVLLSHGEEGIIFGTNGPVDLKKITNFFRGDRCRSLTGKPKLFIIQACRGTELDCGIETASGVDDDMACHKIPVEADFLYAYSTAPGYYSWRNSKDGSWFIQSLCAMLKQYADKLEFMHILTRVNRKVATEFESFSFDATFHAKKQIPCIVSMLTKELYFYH
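Test system: Procaspase-3 D3A mutant, all three cleavage aspartates alanine | Dosing: Single dose, 8.5 µM nominal compound, 0.8% DMSO | Schedule: 1 h preincubation, 2 h reaction | Technique: 405 nm absorbance of p-nitroaniline, reads at 0 and 120 min | Repeats: One well per compound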
RPL19A TOR yeast: modulators of TOR pathway RPL19A-GFP in S. cerevisiae | AID 2025 | 330,000 tested, 0.3% active | percent response vs DMSO, % at 10 µM | S. cerevisiae RPL19A-GFP strain, flow cytometry, 3 h; stronger effect = lower value;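 active = percent response vs DMSO below 50%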;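 also: median channel GFP fluorescence of the barcoded RPL19A-GFP strain; ratio of sample median GFP to plate DMSO average so 100% = DMSO; lower means less RPL19A-GFP as with rapamycin TOR inhibition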
AHR activator: activators of human aryl hydrocarbon receptor. 320,000 tested, 2.5% active. P35869. activation, % at 5 µM. AHR-responsive luciferase reporter cells, luminescence; in the data active = activation above about 47%;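 also: 0% = vehicle wells and 100% = reference agonist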
Yeast superoxide: yeast age-related superoxide inhibition as caloric restriction mimetic. S. cerevisiae aged cells, superoxide DHE fluorescence; stronger effect = lower value. superoxide response (% of plate mean), % at 10 µM. 330,000 tested, 0.18% active. AID 2690;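 active = superoxide response under a set limit, about three screen SD below normal, cut at about 65% in these data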;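 also: yeast aged for seven days with compound at 30 °C before DHE staining; 100% = average MFI of all compound-treated wells on the plate with controls excluded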
proCasp7 act: activates human procaspase-7, counter-screen for procaspase-3 activators; P55210; recombinant procaspase-7, Ac-DEVD-pNA absorbance 405 nm; D23A/D198A/D206A triple mutant, cannot self-cleave; scale: DMSO 0, 5 µM enzyme 100; activation, % at 8.5 µM; 330,000 tested, 0.093% active; AID 463210;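 active = percent activation above the screen-wide mean plus 3 SD, cut at about 25% in these data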
Target sequence (P55210 whole entry D23A/D198A/D206A): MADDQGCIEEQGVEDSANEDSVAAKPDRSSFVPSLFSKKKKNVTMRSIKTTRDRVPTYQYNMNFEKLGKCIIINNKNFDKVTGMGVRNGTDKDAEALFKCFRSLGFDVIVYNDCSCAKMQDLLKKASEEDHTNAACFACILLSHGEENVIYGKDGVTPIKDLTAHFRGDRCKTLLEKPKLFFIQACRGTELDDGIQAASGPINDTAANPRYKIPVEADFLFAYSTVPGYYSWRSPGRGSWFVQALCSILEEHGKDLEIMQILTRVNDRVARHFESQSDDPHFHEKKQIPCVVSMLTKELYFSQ
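Replicates: singlicate. Assay system: Procaspase-7 triple mutant (PC-7 D3A). Signal: 405 nm absorbance of p-nitroaniline. Times: 1 h preincubation, 2 h reaction. Buffer or medium: Zinc-free HEPES pH 7.4 with 300 mM NaCl, 0.01% Triton X-100. Also added: DEVD-pNA substrate. Benchmarks: DMSO wells as 0%, DMSO with 5 µM added PC-7 as 100%.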
GASC-1 inh: inhibitors of human GASC-1 (JMJD2C) demethylase; Q9H3R0; GST-JMJD2C(1-420) H3K9me3 demethylation, DELFIA europium; inhibition, % at 2.35 µM; 330,000 tested, 0.069% active;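 active = more than half of a compound's replicate wells show inhibition beyond 50%, single wells judged on their own value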;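 also: signal counts dimethyl H3K9 product captured on neutravidin plate; 0% = median of DMSO wells and 100% = 0.3 times that DMSO median; strong numbers were not always called active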
Target sequence (Q9H3R0 1-420 limits assumed): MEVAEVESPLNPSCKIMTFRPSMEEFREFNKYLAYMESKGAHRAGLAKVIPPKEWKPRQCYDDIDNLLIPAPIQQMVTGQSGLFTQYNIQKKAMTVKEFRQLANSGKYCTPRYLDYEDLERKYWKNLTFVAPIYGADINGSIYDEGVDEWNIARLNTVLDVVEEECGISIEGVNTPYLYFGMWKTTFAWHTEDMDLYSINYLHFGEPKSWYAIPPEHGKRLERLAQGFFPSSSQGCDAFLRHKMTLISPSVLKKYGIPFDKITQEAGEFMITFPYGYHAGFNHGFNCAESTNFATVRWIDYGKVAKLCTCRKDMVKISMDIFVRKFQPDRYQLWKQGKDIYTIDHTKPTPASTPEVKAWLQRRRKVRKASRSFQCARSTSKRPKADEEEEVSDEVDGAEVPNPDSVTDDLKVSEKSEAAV
* marks the source's active call; other numbers are inactive results. Rows were taken by chance. Share with any hit: about 3.8%.

Results for Cc1ccn(CC(=O)N2CCCC(N3CCN(Cc4ccc5c(c4)OCO5)CC3)C2)n1 (stereo not drawn) ?
LAP4 TOR yeast: 81; MEP2 TOR yeast: 94; procasp3 activ: -2; RPL19A TOR yeast: 105; AHR activator: -1; Yeast superoxide: 102; proCasp7 act: -8; GASC-1 inh: 8

Results for COc1ccc2nc(SCC(=O)NC3CCCCC3)[nH]c2c1 ?
LAP4 TOR yeast: 112; MEP2 TOR yeast: 104; procasp3 activ: 1; RPL19A TOR yeast: 109; AHR activator: 4; Yeast superoxide: 103; proCasp7 act: -4; GASC-1 inh: -2

What do the screens show for `CCOC(=O)C1(Cc2cccc(F)c2)CCN(C(=O)C2CCOCC2)CC1`?
LAP4 TOR yeast: 86; MEP2 TOR yeast: 94; procasp3 activ: -1; RPL19A TOR yeast: 88; AHR activator: 2; Yeast superoxide: 100; proCasp7 act: 5; GASC-1 inh: -31

How did COCCNc1nc(C)cc(-c2cc(C(=O)NCc3ccccc3)on2)n1 do in these assays?
LAP4 TOR yeast: 230*; MEP2 TOR yeast: 356*; procasp3 activ: -3; RPL19A TOR yeast: 70; AHR activator: 20; Yeast superoxide: 104; proCasp7 act: 3; GASC-1 inh: 9

What do the screens show for `Cc1cc(C)cc(C(=O)NC2C(=O)N3C(C(=O)O)=C(CSc4nnc(C)s4)CSC23)c1` (stereo not drawn)?
LAP4 TOR yeast: 128; MEP2 TOR yeast: 88; procasp3 activ: -11; RPL19A TOR yeast: 91; AHR activator: 7; Yeast superoxide: 93; proCasp7 act: -32

How did COc1ccccc1N(CC(=O)NCc1ccco1)S(=O)(=O)c1ccc(C)cc1 do in these assays?
LAP4 TOR yeast: 89; MEP2 TOR yeast: 106; procasp3 activ: 5; RPL19A TOR yeast: 103; AHR activator: 0; Yeast superoxide: 93; proCasp7 act: -2; GASC-1 inh: 3

Results for COc1ccc(-n2nnnc2SC(C)C(=O)NCC(=O)Nc2ccc(F)c(F)c2F)cc1 (stereo not drawn) ?
LAP4 TOR yeast: 95; MEP2 TOR yeast: 109; procasp3 activ: 17; RPL19A TOR yeast: 111; AHR activator: 4; Yeast superoxide: 92; proCasp7 act: 5; GASC-1 inh: 4

Results for Fc1cccc(NC(=S)N2CCN(c3ccccn3)CC2)c1 ?
LAP4 TOR yeast: 89; MEP2 TOR yeast: 103; procasp3 activ: 3; RPL19A TOR yeast: 114; AHR activator: -3; Yeast superoxide: 97; proCasp7 act: 0; GASC-1 inh: 5

How did CC1CC2C3CCC4=CC(=O)C=CC4(C)C3(F)C(O)CC2(C)C1(O)C(=O)CO (stereo not drawn) do in these assays?
LAP4 TOR yeast: 112; MEP2 TOR yeast: 104; procasp3 activ: -1; RPL19A TOR yeast: 102; AHR activator: 7; Yeast superoxide: 106; proCasp7 act: -4; GASC-1 inh: 7

Results for Cc1cc(C(=O)c2cnc(/N=C/N(C)C)s2)c(F)cc1Cl ?
LAP4 TOR yeast: 104; MEP2 TOR yeast: 93; procasp3 activ: 4; RPL19A TOR yeast: 94; AHR activator: 0; Yeast superoxide: 98; proCasp7 act: -5; GASC-1 inh: 9

How did COc1ccccc1CCNC(=O)c1ccc2nc[nH]c2c1 do in these assays?
LAP4 TOR yeast: 108; MEP2 TOR yeast: 101; procasp3 activ: -1; RPL19A TOR yeast: 98; AHR activator: 21; Yeast superoxide: 117; proCasp7 act: 1; GASC-1 inh: -1

What do the screens show for `N#C/C(=C(/O)c1ccc([N+](=O)[O-])cc1)c1nnc2n1CCCCC2`?
LAP4 TOR yeast: 112; MEP2 TOR yeast: 98; procasp3 activ: 2; RPL19A TOR yeast: 101; AHR activator: 0; Yeast superoxide: 108; proCasp7 act: 9; GASC-1 inh: -3

Results for CCOC(=O)C1C(=O)N(C(=O)c2ccc(OC)cc2)CC1c1ccccc1 (stereo not drawn) ?
LAP4 TOR yeast: 109; MEP2 TOR yeast: 105; procasp3 activ: 1; RPL19A TOR yeast: 100; AHR activator: -3; Yeast superoxide: 100; proCasp7 act: 8; GASC-1 inh: 0

What do the screens show for `O=C(NCCN1CCOCC1)c1ccc(Cl)c(S(=O)(=O)N2CCOCC2)c1`?
LAP4 TOR yeast: 100; MEP2 TOR yeast: 98; procasp3 activ: 0; RPL19A TOR yeast: 104; AHR activator: -5; Yeast superoxide: 95; proCasp7 act: -3; GASC-1 inh: -12

Results for CC(=O)c1ccc(N2CCN(C(=S)Nc3ccccc3C(F)(F)F)CC2)cc1 ?
LAP4 TOR yeast: 113; MEP2 TOR yeast: 102; procasp3 activ: -3; RPL19A TOR yeast: 95; AHR activator: -1; Yeast superoxide: 102; proCasp7 act: -8; GASC-1 inh: 6

Results for CCCNC(=O)C12CCC(C)(C(=O)C1Br)C2(C)C (stereo not drawn) ?
LAP4 TOR yeast: 94; MEP2 TOR yeast: 96; procasp3 activ: 1; RPL19A TOR yeast: 104; AHR activator: -1; Yeast superoxide: 99; proCasp7 act: 1; GASC-1 inh: -5

What do the screens show for `Nc1ccc(Oc2cc(N)cc(Oc3ccccc3)c2)cc1`?
LAP4 TOR yeast: 100; MEP2 TOR yeast: 98; procasp3 activ: 3; RPL19A TOR yeast: 92; AHR activator: 3; Yeast superoxide: 86; proCasp7 act: 0; GASC-1 inh: -24

How did N#Cc1ccc(Sc2ccccn2)c([N+](=O)[O-])c1 do in these assays?
LAP4 TOR yeast: 106; MEP2 TOR yeast: 101; procasp3 activ: 6; RPL19A TOR yeast: 98; AHR activator: -2; Yeast superoxide: 104; proCasp7 act: 8; GASC-1 inh: 7

Results for COc1ccccc1CNC(=O)CSc1n[nH]c(N)n1 ?
LAP4 TOR yeast: 98; MEP2 TOR yeast: 104; procasp3 activ: 0; RPL19A TOR yeast: 98; AHR activator: 0; Yeast superoxide: 92; proCasp7 act: -5; GASC-1 inh: -17

What do the screens show for `O=C(CSc1nc(C(F)(F)F)cc(=O)[nH]1)Nc1ccc2c(c1)OCCO2`?
LAP4 TOR yeast: 110; MEP2 TOR yeast: 101; procasp3 activ: -1; RPL19A TOR yeast: 101; AHR activator: -1; Yeast superoxide: 100; proCasp7 act: 6; GASC-1 inh: 16

Results for C=C(C)CN1CCN(S(=O)(=O)c2ccc(C)c(N(C)S(=O)(=O)c3ccc(C)cc3)c2C)CC1 ?
LAP4 TOR yeast: 90; MEP2 TOR yeast: 104; procasp3 activ: 1; RPL19A TOR yeast: 102; AHR activator: 1; Yeast superoxide: 95; proCasp7 act: -5; GASC-1 inh: -4

Results for CC(C)CN(CCCNC(=O)CN1C(=O)COc2ccc(S(=O)(=O)N3CCCC3)cc21)CC(C)C ?
LAP4 TOR yeast: 89; MEP2 TOR yeast: 96; procasp3 activ: -2; RPL19A TOR yeast: 95; AHR activator: 1; Yeast superoxide: 97; proCasp7 act: -7; GASC-1 inh: 3

How did COc1ccccc1Nc1c2c(nc3ccccc13)CCC2 do in these assays?
LAP4 TOR yeast: 109; MEP2 TOR yeast: 100; procasp3 activ: -1; RPL19A TOR yeast: 100; AHR activator: 8; Yeast superoxide: 104; proCasp7 act: 4; GASC-1 inh: -18

What do the screens show for `O=C(Nc1nc(-c2ccc(F)c(F)c2)cs1)C1=COCCO1`?
LAP4 TOR yeast: 120; MEP2 TOR yeast: 133; procasp3 activ: -2; RPL19A TOR yeast: 101; AHR activator: 22; Yeast superoxide: 156; proCasp7 act: -6; GASC-1 inh: 11

What do the screens show for `COc1cc(C(=O)OC(C)CN2C(C)CCCC2C)cc(OC)c1OC` (stereo not drawn)?
LAP4 TOR yeast: 83; MEP2 TOR yeast: 108; procasp3 activ: 8; RPL19A TOR yeast: 105; AHR activator: 0; Yeast superoxide: 96; proCasp7 act: 6; GASC-1 inh: -1

Results for O=C(Nc1nc2c(s1)CCCC2)c1cc(-c2ccncc2)nc2ccccc12 ?
LAP4 TOR yeast: 90; MEP2 TOR yeast: 99; procasp3 activ: 1; RPL19A TOR yeast: 104; AHR activator: 30; Yeast superoxide: 96; proCasp7 act: -20; GASC-1 inh: 161

How did COCC(=O)N/N=C\c1cccc(OC)c1OC/C=C/c1ccccc1 do in these assays?
LAP4 TOR yeast: 78; MEP2 TOR yeast: 108; RPL19A TOR yeast: 113; Yeast superoxide: 103; GASC-1 inh: 0

Results for Cc1[nH]n(C(N)=S)c(=O)c1N=Nc1cc(C(F)(F)F)ccc1Cl ?
LAP4 TOR yeast: 93; MEP2 TOR yeast: 103; procasp3 activ: 0; RPL19A TOR yeast: 102; AHR activator: 3; Yeast superoxide: 111; proCasp7 act: 5; GASC-1 inh: -4

Results for NC(=O)c1sc2nc(-c3ccco3)ccc2c1N ?
LAP4 TOR yeast: 119; MEP2 TOR yeast: 104; procasp3 activ: -19; RPL19A TOR yeast: 99; AHR activator: -2; Yeast superoxide: 99; proCasp7 act: -9; GASC-1 inh: 0

Results for COc1ccc(CCNC(=O)c2ccc3c(=O)n(Cc4ccco4)c(=S)[nH]c3c2)cc1OC ?
LAP4 TOR yeast: 91; MEP2 TOR yeast: 100; procasp3 activ: 5; RPL19A TOR yeast: 96; AHR activator: 5; Yeast superoxide: 104; proCasp7 act: 0; GASC-1 inh: 16

How did CC(C)Oc1ccc(C2C(C#N)=C(N)Oc3c2oc(CO)cc3=O)cc1 (stereo not drawn) do in these assays?
LAP4 TOR yeast: 98; MEP2 TOR yeast: 104; procasp3 activ: 3; RPL19A TOR yeast: 105; AHR activator: 4; Yeast superoxide: 117; proCasp7 act: -3; GASC-1 inh: 3

What do the screens show for `COc1ccc(C2CCCN2C(=O)Nc2ccc(F)cc2)cc1OC` (stereo not drawn)?
LAP4 TOR yeast: 99; MEP2 TOR yeast: 97; procasp3 activ: 6; RPL19A TOR yeast: 103; AHR activator: -5; Yeast superoxide: 99; proCasp7 act: 4; GASC-1 inh: 1

What do the screens show for `COc1ccc([C@H]2CC(=O)C=C(c3ccc(Cl)c(C(F)(F)F)c3)C2)cc1OC`?
LAP4 TOR yeast: 125; MEP2 TOR yeast: 107; procasp3 activ: 0; RPL19A TOR yeast: 103; AHR activator: 1; Yeast superoxide: 98; proCasp7 act: -2; GASC-1 inh: -6

What do the screens show for `CC(=O)Nc1ccc(S(=O)(=O)NC2CC(=O)N(c3ccc(C)c(C)c3)C2)cc1` (stereo not drawn)?
LAP4 TOR yeast: 112; MEP2 TOR yeast: 109; procasp3 activ: 10; RPL19A TOR yeast: 102; AHR activator: 5; Yeast superoxide: 96; proCasp7 act: 5; GASC-1 inh: -7

How did Cc1cc(NC(=O)c2cccnc2)ccc1NC(=O)c1ccco1 do in these assays?
LAP4 TOR yeast: 99; MEP2 TOR yeast: 104; procasp3 activ: -6; RPL19A TOR yeast: 102; AHR activator: -7; Yeast superoxide: 124; proCasp7 act: -8; GASC-1 inh: -2

For convenience, 2 of the compounds above:
Results for C=C(C)CN1CCN(S(=O)(=O)c2ccc(C)c(N(C)S(=O)(=O)c3ccc(C)cc3)c2C)CC1 ?
LAP4 TOR yeast: 90; MEP2 TOR yeast: 104; procasp3 activ: 1; RPL19A TOR yeast: 102; AHR activator: 1; Yeast superoxide: 95; proCasp7 act: -5; GASC-1 inh: -4

Results for CC(C)CN(CCCNC(=O)CN1C(=O)COc2ccc(S(=O)(=O)N3CCCC3)cc21)CC(C)C ?
LAP4 TOR yeast: 89; MEP2 TOR yeast: 96; procasp3 activ: -2; RPL19A TOR yeast: 95; AHR activator: 1; Yeast superoxide: 97; proCasp7 act: -7; GASC-1 inh: 3
